# Source: PubChem (Fisher Drug Discovery Resource Center)
# NPYLR7 ag = activates Aedes aegypti NPYLR7 receptor. 0.15% of 270,000 active. activation, % at 10 µM. HEK293T NPYLR7/Galpha15, GCaMP6s calcium fluorescence. AID 1259423; in the data active means activation above about 40%;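 further: 0% = vehicle and 100% = reference agonist at the receptor; some compounds past the cut are filed as inactive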
# hcGAS inh = blocks human cGAS activity | recombinant h-cGAS, ATP depletion, Kinase-Glo luminescence | inhibition, % at 12.5 µM | 0.081% of 290,000 active;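 further: 0% = vehicle reaction and 100% = reaction without DNA for no activity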
# Target sequence (Q8N884 whole entry, looked up): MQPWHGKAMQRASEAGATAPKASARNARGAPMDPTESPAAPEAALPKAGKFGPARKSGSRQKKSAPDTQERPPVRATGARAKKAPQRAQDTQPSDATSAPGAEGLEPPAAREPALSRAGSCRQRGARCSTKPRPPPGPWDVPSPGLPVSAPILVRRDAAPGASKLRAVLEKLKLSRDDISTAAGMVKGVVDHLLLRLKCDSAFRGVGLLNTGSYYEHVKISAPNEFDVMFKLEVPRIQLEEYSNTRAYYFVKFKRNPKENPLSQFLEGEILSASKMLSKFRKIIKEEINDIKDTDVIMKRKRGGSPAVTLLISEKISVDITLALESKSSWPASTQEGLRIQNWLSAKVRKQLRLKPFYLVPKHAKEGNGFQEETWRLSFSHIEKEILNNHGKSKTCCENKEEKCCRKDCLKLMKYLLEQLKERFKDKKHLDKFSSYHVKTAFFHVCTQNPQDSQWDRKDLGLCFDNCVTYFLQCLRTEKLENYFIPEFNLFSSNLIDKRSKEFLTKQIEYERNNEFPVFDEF
# mcGAS inh = mouse cGAS inhibition by luminescence; recombinant cGAS, Kinase-Glo ATP depletion luminescence; AID 1259399; 0.15% of 160,000 active; inhibition, % at 12.5 µM; Q8C6L5;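 further: 0% = negative control wells and 100% = reference inhibitor with no enzyme activity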
# Starred values were filed as active, the others as inactive; x = not tested or not shown; & = joins results of further samples. Unless noted, no stated cut-off is given here; in the data, active means inhibition above about 40%; inactive means the rest.
# Results follow in this order: NPYLR7 ag | hcGAS inh | mcGAS inh
> Cn1cc(Cl)cc1C(=O)O
 : 6 | -2 | x
> Cc1nnc(NC(=O)c2cccc(C(=O)O)c2)s1
 : -2 | -3 | x
> CCCCN(Cc1ccccc1F)C(=O)CC1=CCNCC1
 : 15 | -5 | x
> Cc1cc(NC(=O)c2ccno2)n(-c2nc3c(F)cccc3s2)n1
 : -6 | -3 | -8
> CCOC(=O)c1nn(-c2ccccc2C)c(=O)cc1NC(C)c1ccccc1 (stereo not given)
 : 4 | -5 | x
> CCC1C(=O)N(C)CCN1C(=O)c1cc(COc2ccccc2OC)[nH]n1 (stereo not given)
 : -1 | -2 | x
> CCc1oncc1C(=O)N1CCC(N2CCCC(C(=O)N3CCCC3)C2)CC1 (stereo not given)
 : -9 | -7 | x
> Cc1nnc(NC(=O)c2ccc(NC(=O)C(F)(F)F)cc2)s1
 : -9 | 0 | -1
> CC(O)CC(C)CNC(=O)c1c(O)cccc1Cl (stereo not given)
 : 7 | -10 | x
> COc1ccccc1/C=C/C1=NC(=C\c2ccc(F)cc2)/C(=O)O1
 : 0 | -5 | x
> C=CC[C@@H]1CC=C[C@@H](CC=C)N1C(=O)c1cc2n(n1)CCCN(C(C)=O)C2
 : 1 | 1 | x
> CCn1c(SCC(=O)Nc2nc3ccccc3s2)nnc1-c1cccn(C)c1=O
 : 1 | -16 | x
> Cc1cccc(NC(=O)CNC(=O)CN(Cc2ccc(F)cc2)C(=O)c2ccc(C(F)(F)F)cc2)c1
 : x | -1 | -3
> COc1ccc(NC(=O)N(CC(=O)N(CCc2ccc(OC)c(OC)c2)Cc2ccc(C)o2)CC(C)C)cc1
 : -3 | -3 | -3
> CC1(C(=O)NS(=O)(=O)c2ccc(Cl)s2)CCN1C(=O)c1ccccc1CCc1ccccc1 (stereo not given)
 : 9 | -11 | x
> Cc1ccc2nc(N(CCCn3ccnc3)C(=O)/C=C/c3cccs3)sc2c1
 : -13 | -9 | -6
> O=C(NC(=S)NN1CCCCC1)c1ccco1
 : 3 | -7 | -7
> Cn1cc(C(CC(=O)NCCCN2CCOCC2)c2ccc(Cl)cc2)c2ccccc21 (stereo not given)
 : x | -3 | -4
> COC(=O)c1ccc(-c2nc(CN(CCO)Cc3cccs3)c(C)o2)cc1
 : 1 | -3 | x
> COc1ccc(N2C(=O)CSC2=NS(=O)(=O)c2ccc(F)cc2)cc1
 : 5 | 0 | x
> Cc1cc(C)c(CNC(=O)N(C)C(C)CS(C)(=O)=O)c(C)c1 (stereo not given)
 : 5 | -7 | x
> O=C(CN1CCCOC1=O)Nc1ccc(F)cc1-c1ccc(F)cc1
 : 7 | -8 | -8
> Cc1cc(C)n(-c2nc3nonc3nc2Nc2cccc(C)c2C)n1
 : 0 | -4 | -6
> CNC(=O)[C@H]1O[C@@H](n2cnc3c(N)ncnc32)C(O)[C@H]1O (stereo not given in full)
 : 1 | 0 | 1
> COc1cccc(CN2CCCC3(CCN(C(=O)Cn4ccc(C)n4)C3)C2)c1OC (stereo not given)
 : -3 | -3 | -7
> CCCC(O)(CCC)c1ccc(CN(CCN2CCOCC2)Cc2cccc(OC)c2OC)o1
 : -4 | -4 | -4
> CCN(Cc1cnn(C)c1)C(=O)c1cccc(NCc2ccc(C)cc2)c1
 : -8 | 0 | -15
> Cc1nc2sccn2c(=O)c1CCN1CCC(=C(c2ccc(F)cc2)c2ccc(F)cc2)CC1
 : 6 | 1 | -3
> Cc1ccccc1C(=O)N1CCN(C(C(=O)NCc2ccc(F)cc2)C2CCCC2)CC1 (stereo not given)
 : 8 | -4 | -6
> COc1cccc(NC2C=CS(=O)(=O)C2)c1 (stereo not given)
 : 5&6 | 2&-2 | -1
> c1ccc(C2CCC(=NNc3nc4ccccc4[nH]3)CC2)cc1 (stereo not given)
 : 1 | -8 | x
> CC1CC(NCCS(=O)(=O)c2ccccc2)CN1Cc1ccccc1 (stereo not given)
 : 5 | -10 | x
> O=C([C@H]1C[C@@H]2C=C[C@H]1C2)N1CCc2[nH]nc(-c3ccc4c(c3)OCO4)c2C1
 : 0 | 3 | x
> O=C1C[C@H]2CC[C@@H](CN1)N2C(=O)c1cnc(CN2CCCC2)s1
 : 2 | -8 | -11
> Cc1ccc(S(=O)(=O)NCc2ncoc2-c2ccccc2)c(F)c1
 : 3 | 5 | x
> CSc1ccccc1C(=O)C1CCCN(C(=O)Nc2ccc(C)c(C)c2)C1 (stereo not given)
 : 15 | -8 | -11
> Cc1cccc(N(CC(=O)N2CCNC2=O)Cc2ccccc2)c1
 : -20 | -9 | x
> Cc1nc2scc(-c3cccs3)c2c(=O)n1-n1cccc1
 : -3 | -5 | x
> CCc1nc2ccc(C(=O)NC(C)(C)C)cn2c1N(CCC(C)C)CCN(C)C
 : -7 | -5 | -5
> Cc1cc(=O)oc2cc(CN3CCC(N4CCC(O)CC4)CC3)ccc12
 : 1 | -2 | x
> CSc1nnc(-c2ccccc2)n1/N=C\c1cc(O)ccc1Cl
 : 0 | -4 | x
> COc1cc(C(=O)n2nc(C)c(Sc3ccccc3[N+](=O)[O-])c2C)cc(OC)c1OC
 : 16 | -7 | x
> COc1cc(NC(=O)C(=O)N2CCN(C)CC2)ccc1NC(C)=O
 : -1 | -9 | x
> CCC(=O)Nc1sc2c(c1C#N)CCC2
 : 3 | -1 | -3
> O=C(CCc1ccccc1)NNS(=O)(=O)c1ccccc1[N+](=O)[O-]
 : 2 | -5 | -7
> O=C(c1ccc(CSCc2ccc(Cl)c(Cl)c2)cc1)N1C2CCC1CC(Oc1cccc(C(F)(F)F)c1)C2 (stereo not given)
 : 7 | -9 | -4
> CCc1ccccc1NC(=O)CCCn1nc(-c2ccc(C)cc2)ccc1=O
 : -9 | 3 | 1
> CN(C)C(=O)CCN1CCCN(CCC(=O)N(C)C)c2ccccc21
 : 5 | -2 | x
> c1coc(-c2nnc(NC3=NCCC3)o2)c1
 : 0 | -2 | x
> COc1cc(-c2nn(CN3CCCCC3)c(=S)o2)cc(OC)c1OC
 : -1 | 4&-8 | x
> Cc1nnc(C(C)N2CCN(CCN3C(C)CCC3C)CC2)o1 (stereo not given)
 : 4 | -11 | x
> Cn1c(=O)c2[nH]c(-c3ccc(S(=O)(=O)O)cc3)nc2n(C)c1=O
 : 5 | -5 | -2
> Cc1ccc2sc(NCCCN(C)C)nc2c1C
 : 2 | -11 | x
> Cc1cc(Cl)cc2sc(N(CCN3CCOCC3)C(=O)c3ccc(C#N)cc3)nc12
 : 5 | -6 | -5
> COc1ccc(CCOC(=O)C2CCCCN2C(=O)CCCCc2ccccc2)cc1OC (stereo not given)
 : -6 | -3 | -5
> CC1=C[C@H]2C[C@@H]1C1C(=O)N(CCCn3cccn3)C(=O)C12 (stereo not given in full)
 : -7 | -8 | -5
> O=C1C2CC=CCC2C(=O)N1c1cc(Cl)ccc1O (stereo not given)
 : -12 | -3 | -5
> O=C(NCCc1ccc(C(F)(F)F)cc1)c1ccc(=O)[nH]c1
 : 0 | -5 | -8
> CC1C2CCCN2CCN1Cc1c2ccccc2cc2ccccc12 (stereo not given)
 : -16 | 5 | x
> CC(NC(=O)Cn1nnnc1CN1CCCCCC1)c1cnn(C)c1 (stereo not given)
 : 11&2 | -6&-5 | -4

# Remaining list, next part.
# Results follow in this order: NPYLR7 ag | hcGAS inh | mcGAS inh
> O=C(CNC(=O)c1cccc(Cl)c1)N=Nc1c(O)[nH]c2ccc([N+](=O)[O-])cc12
 : -9 | 0 | 1
> CC1=C(C(=O)OCCOC(C)C)C(c2cccc(O)c2)C2=C(CCCC2=O)N1 (stereo not given)
 : -6 | -4 | -6
> O=C(/C=C/c1ccc(OC(F)(F)F)cc1)N1CC(=O)N2CCc3ccc(F)cc3C2C1 (stereo not given)
 : 31 | -11 | -6
> Nc1nc(NCc2ccccc2)nc(NCc2ccco2)c1[N+](=O)[O-]
 : 0 | -3 | x
> CC(C(=O)Nc1ccc(S(=O)(=O)N2CCCC2)cc1)N(C)Cc1ccc(Cl)s1 (stereo not given)
 : -3 | -2 | x
> Cc1nc2nc(C)c(C(=O)O)cn2n1
 : -8 | 3 | -2
> O=S1(=O)CC=C(CNCc2ccccc2)C1
 : -14 | -5 | x
> O=C(Cc1ccc(F)cc1)NNC(=O)c1cccn(Cc2ccc(F)cc2)c1=O
 : -12 | -1 | -6
> O=C(NCC1CCN(c2ccccc2)C1)c1ccccc1Cl (stereo not given)
 : 0 | -1 | x
> CCn1c(CC2CCNCC2)nn(Cc2cc(-c3ccccn3)no2)c1=O
 : 2 | -7 | -14
> O=C(COc1ccc(Cl)cc1)NC1CCN(c2ccccc2C(=O)NCCc2cccs2)CC1
 : 23 | -7 | -6
> CCCCOc1ccc(S(=O)(=O)Nc2ccccc2C(=O)NCc2ccc(OC)cc2)cc1
 : 21 | -6 | -5
> CC(C)c1cc(C(=O)N(Cc2ccncc2)C[C@@H]2CCC(=O)N2)n(C)n1
 : -2 | -6 | -10
> CCN(CCC#N)S(=O)(=O)c1ccc(OC)c(C)c1
 : 0 | -5 | x
> COc1ccccc1-c1cc(NC=O)c2ncc(-c3cccc(C(C)=O)c3)n2c1
 : -1 | -5 | -8
> Cc1cccc(NC(=O)CSc2nc(=O)n(CCCN3CCOCC3)c3c2CCC3)c1
 : 0 | -5 | -7
> CCc1nc2c(OCc3ccc(S(C)(=O)=O)cc3)cccn2c1N(C)C(=O)CC(C)C
 : 1 | -4 | -4
> COC(=O)c1ccc(=O)[nH]c1
 : 1 | -4 | -5
> COc1cc(-c2ccnc(N3CCN(C(=O)c4cc(C(F)(F)F)ccc4F)CC3)n2)cc(OC)c1OC
 : 6 | 5 | -1
> CCCN1CCCCC1C(=O)Nc1ccc2c(c1)OC1(CCCC1)O2 (stereo not given)
 : -30 | 4 | x
> COc1ccc2cc(C(=O)NC(C)=O)c(=Nc3cccc(F)c3)oc2c1
 : 1 | -2 | -6
> CCCC1(C2CCN(C(=O)/C=C/c3cc(F)cc(F)c3)CC2)NC(=O)N(CC2CCCO2)C1=O (stereo not given)
 : 21 | -6 | -13
> CCc1ccc(NC(=O)CSc2nc(=O)n(Cc3ccncc3)c3c2CCCC3)cc1
 : 4 | -7 | -12
> COc1cccc(-c2ccc(SCC(=O)N3CCCC3)nn2)c1
 : -1 | -19 | -10
> O=C1S/C(=C/c2ccc(F)cc2)C(=O)N1CCn1cnnn1
 : 2 | -5 | x
> O=S(=O)(c1ccc(-c2cnco2)cc1)N1CCCC1c1ccccn1 (stereo not given)
 : 7 | -1 | x
> Cn1nc(C(=O)NCc2ccccc2)c2c1CCN(C(=O)c1cn3ccccc3n1)C2
 : 13 | -7 | -4
> Cc1ccsc1C(CNC1CCN(C(=O)c2ccccc2)CC1)N(C)C (stereo not given)
 : 19 | -9 | -18
> CC1CC(C)n2nccc2N1C(=O)CCc1ccccc1Cl (stereo not given)
 : 11 | -13 | x
> CN(CC1CCCN(CCc2cccc(C(F)(F)F)c2)C1)C(=O)Cc1cccnc1 (stereo not given)
 : 6 | -8 | x
> O=c1oc2cc(O)ccc2cc1-c1nc2ccccc2o1
 : 216* | 5 | x
> CCc1c(C)nc(-n2nc(C)cc2C)n(CC(=O)Nc2ccccc2)c1=O
 : 0 | -1 | 0
> COCCn1c(C)cc(O)c(C(c2ccncc2)N2CCC(Cc3ccccc3)CC2)c1=O (stereo not given)
 : 14 | -5 | x
> O=C(c1ccc(Cl)cc1Cl)N1CCCC(OCc2ccc(OC(F)(F)F)cc2)C1 (stereo not given)
 : -3 | -6 | -4
> CCN(CC1CC(c2ccccc2C)=NO1)C(=O)C1CC1 (stereo not given)
 : -1 | 1 | -2
> CN1[C@@H](c2ccccc2)[C@@H](C(=O)NCCc2cccnc2)C[C@@]1(C)C(=O)O
 : 0 | -1 | x
> Cn1c(-c2ccccc2)csc1=N
 : 0 | -1 | x
> CN1C[C@H](NC(=O)CCCn2nnc(-c3ccc(F)cc3)n2)C[C@H]1CO
 : x | 3 | -7
> COCc1c(Br)c(C)nc(OCC(=O)N/N=C\c2ccc(-c3ccc(Cl)cc3)o2)c1C#N
 : -5 | -4 | -4
> CCc1c(C)nc(-n2nc(C)cc2C)n(CC(=O)N2CCC(C)CC2)c1=O
 : -3 | -5 | -8
> Cc1ccc(S(=O)(=O)N(CCN2CCOCC2)CC(=O)N(Cc2ccc(F)cc2)Cc2ccc(C)s2)cc1
 : x | -11 | 1
> O=C1NCC(CN2CCOc3c(O)cc(-c4cccc(Cl)c4)cc3C2)O1 (stereo not given)
 : 4 | -6 | -10
> CCN1CC=C2C(C#N)C(=N)C(C#N)(C#N)C(c3ccsc3)C2C1 (stereo not given)
 : 26 | 3 | 1
> Cc1nn(C)c(C)c1CCC(=O)N1CCN(S(=O)(=O)c2ccccc2F)CC1
 : 3 | -10 | x
> C=c1ccc2cc(=C3N=C(C4CCCO4)ON3)c(=O)[nH]c2c1 (stereo not given)
 : 4 | -3 | x
> COc1cccc(CN(C)Cc2ncc(Cl)n2C)c1OC
 : 2 | -14 | x
> O=C(Nc1ccccc1)c1cc2n(n1)CCN(C(=O)c1cn[nH]c1C1CC1)C2
 : 1 | 6 | x
> CCOCCCN(CC(=O)N(Cc1ccc(F)cc1)Cc1ccco1)C(=O)COc1ccc(Cl)cc1
 : -14 | -4 | -3
> Cn1ccnc1CN1CCC(c2ccnc(-c3csc4ccccc34)c2)C1 (stereo not given)
 : -3 | -3 | x
> CCn1nc(C(C)C)cc1C(=O)n1ccccc1=NC(C)C
 : 2 | -12 | x
